# Screens from PubChem.
# SMARCA2 activ = SMARCA2 (BRM) function activators, primary screen, cell-based, luminescence, high throughput | 1% of 370,000 active | AID 652017, 2013 | activation, % at 9.1 µM | MG213 cells, MMTV-luciferase reporter, dexamethasone, overnight; in the data active = activation above about 7.8%;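 also: 0% = vehicle wells and 100% = reference activator wells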
# FXN GAA850 act = FXN promoter activators, primary screen, cell-based, luciferase luminescence, HEK293 lucGAA850. 0.56% of 360,000 active. HEK293 lucGAA850 FXN promoter luciferase reporter, 24 h; percent of 10 µM SAHA response. activation, % at 6 µM;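 active = activation above the average of all compounds screened plus 3 SD, cutoff fixed separately per campaign, cut at about 7.5% in these data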;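 also: 0% = DMSO wells and 100% = 10 µM SAHA wells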
# hcDAF12 agonist = H. contortus DAF-12 nuclear receptor activators, primary screen, cell-based, luminescence, HEK293, lit1-tk-luc reporter | HEK293 hcDAF-12 lit1-tk-luc reporter; 0% DMSO, 100% Δ7-dafachronic acid | activation, % at 6.8 µM | 1.4% of 370,000 active | AID 652067, 2013;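 active = activation above the mean of all tested compounds plus 3 SD, cut at about 5.5% in these data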;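 also: 100% = response to 3 µM Δ7-dafachronic acid high control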
# GC-A act = GC-A stimulated cGMP production enhancers – HEK293 GC-A cells, cGMP TR-FRET, EC30 ANP, primary screen; activation, % at 10 µM; Atrial natriuretic peptide receptor 1 (Homo sapiens), P16066; AID 1671463, 2021; 0.14% of 370,000 active; 0% at EC30 ANP, 100% saturating ANP; in the data active = activation above about 40%
# Target sequence (P16066 whole entry, looked up): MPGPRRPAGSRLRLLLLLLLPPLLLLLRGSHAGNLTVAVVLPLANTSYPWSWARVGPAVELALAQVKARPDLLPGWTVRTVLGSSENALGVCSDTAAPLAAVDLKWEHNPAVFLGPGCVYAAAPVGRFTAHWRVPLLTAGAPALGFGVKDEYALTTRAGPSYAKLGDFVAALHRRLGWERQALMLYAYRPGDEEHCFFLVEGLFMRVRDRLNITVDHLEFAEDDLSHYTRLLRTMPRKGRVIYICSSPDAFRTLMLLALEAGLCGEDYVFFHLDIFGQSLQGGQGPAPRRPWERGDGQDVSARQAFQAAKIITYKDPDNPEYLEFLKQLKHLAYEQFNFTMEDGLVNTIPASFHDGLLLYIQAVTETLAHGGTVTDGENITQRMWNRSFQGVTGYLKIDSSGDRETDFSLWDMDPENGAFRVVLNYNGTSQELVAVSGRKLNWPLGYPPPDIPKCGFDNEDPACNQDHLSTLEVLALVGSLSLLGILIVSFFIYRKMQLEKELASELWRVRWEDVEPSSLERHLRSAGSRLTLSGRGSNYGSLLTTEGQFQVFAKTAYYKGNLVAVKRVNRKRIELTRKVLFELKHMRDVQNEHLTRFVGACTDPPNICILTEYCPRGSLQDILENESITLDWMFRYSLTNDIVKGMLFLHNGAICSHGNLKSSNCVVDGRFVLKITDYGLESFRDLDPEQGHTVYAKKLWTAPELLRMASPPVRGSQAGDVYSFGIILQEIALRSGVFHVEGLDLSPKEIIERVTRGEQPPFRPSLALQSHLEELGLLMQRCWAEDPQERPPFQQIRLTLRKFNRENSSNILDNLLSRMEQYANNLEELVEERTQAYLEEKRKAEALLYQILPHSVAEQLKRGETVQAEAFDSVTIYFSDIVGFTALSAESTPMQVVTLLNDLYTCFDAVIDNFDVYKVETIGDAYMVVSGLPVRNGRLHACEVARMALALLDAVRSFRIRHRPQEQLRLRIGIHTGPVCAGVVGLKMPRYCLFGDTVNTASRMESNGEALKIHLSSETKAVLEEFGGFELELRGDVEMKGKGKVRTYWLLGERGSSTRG
# sPLA2-III inh = human group III sPLA2 inhibitors, primary screen, biochemical, QFRET, BODIPY PC-A2 liposome substrate; inhibition, % at 12.2 µM; 0.56% of 370,000 active; Group 3 secretory phospholipase A2 (Homo sapiens), Q9NZ20; QFRET BODIPY PC-A2 liposome hydrolysis, fluorescence;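 active = inhibition above mean plus 3 SD of compounds lying within the high and low control bounds, cut at about 19% in these data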;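 also: 0% = median of test compound wells and 100% = no enzyme DMSO wells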
# DAX1 inh-1 = DAX1 (NR0B1) inhibitors on StAR promoter, primary screen, cell-based, luminescence, SF-1 (NR5A1), full-length DAX-1; HEK293T StAR-luciferase reporter, SF-1/DAX-1 repression relief; inhibition, % at 6.8 µM; 1.1% of 370,000 active; AID 652010, 2013;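 active = inhibition above the mean over all tested compounds plus 3 SD, cut at about 3.6% in these data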;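 also: 0% = DAX-1 cells with DMSO and 100% = cells lacking DAX-1 with DMSO; higher inhibition means more luminescence from relief of DAX-1 repression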
# ssDAF12 agonist = S. stercoralis DAF-12 nuclear receptor activators, primary screen, cell-based, luminescence, HEK293, GRIP1 co-expression, lit1-tk-luc | Nuclear hormone receptor DAF-12 (Strongyloides stercoralis) | 1% of 370,000 active | HEK293 ssDAF-12/GRIP1 lit1-tk-luc reporter; % of 3 µM dafachronic acid response | activation, % at 6.8 µM | AID 652126, 2013;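 active = activation above the mean over all tested compounds plus 3 SD, cut at about 0.9% in these data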;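 also: 0% = DMSO-only wells and 100% = 3 µM delta7-dafachronic acid wells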
# ADAM10 inh = human ADAM10 inhibitors, primary screen, biochemical, QFRET, HTS | Disintegrin and metalloproteinase domain-containing protein 10 (Homo sapiens), O14672 | 0.62% of 370,000 active | inhibition, % at 7 µM | AID 720582, 2013 | recombinant ADAM10, EDANS/DABCYL FRET peptide cleavage, 3 h;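 active = inhibition above a per-campaign cutoff equal to the mean of compounds falling between control-based bounds plus 3 SD, cut at about 20% in these data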;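 also: 0% = DMSO wells while the 100% control is not disclosed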
# DAX1 inh-2 = DAX1 (NR0B1) inhibitors, primary screen, cell-based, HEK293, Gal4-DAX1, luciferase luminescence | Nuclear receptor subfamily 0 group B member 1 (Homo sapiens), P51843 | inhibition, % at 6.75 µM | 0.99% of 340,000 active | AID 504766, 2011 | HEK293 Gal4-DAX1 luciferase reporter;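 active = inhibition above the mean over all tested compounds plus 3 SD, cut at about 4.2% in these data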;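 also: 0% = DAX1-transfected cells with DMSO and 100% = empty-vector control cells with DMSO; inhibition shows as a rise in luminescence from relieved DAX1 repression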
# hgDAF12 agonist = H. glycines DAF-12 receptor agonists, primary screen, cell-based, luminescence, HEK293, GAL4 fusion, UAS-luciferase | activation, % at 6.8 µM | 1.8% of 370,000 active | HEK293 GAL4-hgDAF12 UAS-luciferase reporter, agonist luminescence; normalized to butyrate control;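 active = activation above a cutoff set at the mean of all screened compounds plus 3 SD, cut at about 10% in these data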;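 also: 0% = DMSO wells and 100% = sodium butyrate wells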
# GC-B act = human GC-B receptor activators, primary screen, HEK293 GC-B cells, cGMP TR-FRET, EC30 CNP | 0.11% of 370,000 active | 0% at EC30 CNP, 100% saturating CNP | Atrial natriuretic peptide receptor 2 (Homo sapiens), P20594 | activation, % at 10 µM;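 active = activation at 10 µM reaching about 35% in either raw or pattern-adjusted values, limit read from the data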
# * marks the source's active call; other numbers are inactive results; / = no result given.
SMILES,SMARCA2 activ,FXN GAA850 act,hcDAF12 agonist,GC-A act,sPLA2-III inh,DAX1 inh-1,ssDAF12 agonist,ADAM10 inh,DAX1 inh-2,hgDAF12 agonist,GC-B act
COc1ccc(S(=O)(=O)NCCc2nnc3ccc(SCC(=O)Nc4cc(C)on4)nn23)cc1,-2,0.3,0.3,0,-4,0.1,0.5,4,-0.3,-0.7,10
COC(=O)C(C)NC(=O)C(C)NC(=O)OCc1ccccc1 (centres undefined),1,1.1,-0.2,3,0,-0.2,-1.6,4,-1.7,0.3,8
COc1ccc(-c2cc(C(=O)Nc3c(C)nn(Cc4ccccc4)c3C)no2)cc1,-6,-2.2,-3.6,5,-7,-0.9,-2.2,-9,-1.8,-4.8,4
CCCCCCCCN1C(=O)[C@@H](CC(=O)NCCCOC)C[C@@]2(C(=O)OC)C1=C[C@H](COCc1ccccc1)O[C@@H]2C,-1,/,-0.5,-1,1,0.7,-0.9,-4,/,3.4,9
COc1ccc(C(=O)Nc2ccccc2N2CCCCC2)cc1[N+](=O)[O-],1,5.6,-2.6,-7,-1,-0.8,-1.8,5,0.3,-1.1,-10
CCOC(=O)c1[nH]c2ccc(OC)cc2c1NC(C)=O,1,0.8,-0.6,0,1,-0.6,-1.3,-389,0.7,-0.5,10
COc1cccc(CN2CCNC(=O)C2CC(=O)NCC2CCOCC2)c1 (centres undefined),-2,1.0,-0.7,-4,4,-0.3,-1.1,-15,-0.1,-2.2,0
COC(=O)[C@@]12C[C@@H](CC(=O)NCCC(C)C)C(=O)N(CCc3ccc(OC)c(OC)c3)C1=CCC(C)(C)C2,-6,/,-2.1,-4,-5,4.4*,-1.2,-11,/,0.5,-1
Cc1occc1-c1nnc(SCC(=O)c2ccc(Cl)cc2)n1CC1CCCO1 (centres undefined),-2,0.3,1.0,0,-26,0.6,-1.4,4,1.4,-1.9,1
COc1cccc(NC(=O)Cn2nnc(C(=O)NCCc3ccccc3)c2N)c1,-2,0.6,-1.3,-2,-8,-1.0,-1.5,3,0.2,-1.2,4
COc1ccc(Sc2ncnc3onc(C)c23)cc1,0,1.8,-0.3,5,2,-0.2,-1.1,2,2.1,1.7,2
CC(=O)NC1=NN(C(C)=O)C2(S1)C(=O)N(CC(C)C)c1ccc(C)cc12 (centres undefined),-3,-1.4,-2.3,-1,-3,-0.4,-1.1,1,-2.7,-1.0,0
O=C(NC(=S)Nc1ccc(Cc2ccncc2)cc1)c1ccccc1F,-6,2.4,-1.9,-1,5,-1.6,-1.8,9,-1.1,1.8,-3
CCC(NC(=O)c1cc(COc2cncc(Cl)c2)on1)c1ccncc1 (centres undefined),-1,-1.1,-1.6,4,1,-0.7,-1.4,-1,-0.7,2.0,-1
CCn1c(C)nc2cc(C(=O)NNC(=S)Nc3ccc(OC)cc3)ccc21,-1,3.1,-0.7,1,14,-0.1,-1.2,6,-0.4,-1.8,-2
COCCCn1c(Cc2csc(Nc3cccc(Cl)c3)n2)nnc1SCC(=O)OC1CCCCC1,1,-0.1,-1.6,-3,-26,0.3,-1.1,9,1.5,2.8,-5
COc1ccc(NC(=S)NCCc2ccccc2)c(OC)c1,-3,1.5,-1.6,-1,2,-0.1,-1.5,0,0.9,2.0,-3
COC(=O)c1c(C)[nH]c(C(=O)OCC(=O)c2ccc(C)s2)c1C,1,3.8,2.9,-1,-16,2.7,-0.8,-3,2.6,6.8,-2
COC(=O)c1ccc2c(=O)[nH]c(COC(=O)c3c(-c4ccccc4Cl)noc3C)nc2c1,1,-0.6,-0.6,3,-19,-0.7,-0.3,-22,0.5,-1.6,-12
O=C1OC(c2ccccc2)=N/C1=C\N1CCCCC1,3,6.0,1.2,2,2,1.3,-1.2,2,0.7,8.1,-4
CC1CCCN(C(=O)Cn2nnc(-c3cccnc3)n2)C1 (centres undefined),-1,2.7,-1.7,-3,5,0.3,-0.7,-3,-1.1,0.0,10
CCOC(=O)[C@]12CCCC=C1N(CCCOC)C(=O)[C@@H]2CC(=O)N1CCCC1,0,/,-2.1,1,6,-0.2,-1.0,-2,/,0.5,7
C/C(CC(=O)Nc1ccc(Cl)cc1C(F)(F)F)=N\NC(=O)c1cccs1,10*,5.2,5.4,0,-21,1.8,0.3,5,8.6*,14*,2
Oc1ccc(/C=N/N2CCCCC2)c(O)c1O,-2,0.3,-5.7,-1,11,0.0,-1.1,-2,-0.1,-3.2,-1
O=C(NC(C(=O)c1ccccc1)n1cnccc1=O)c1ccccc1 (centres undefined),0,0.6,-2.1,1,3,0.1,-0.6,2,0.1,-1.9,1
Cc1noc(C)c1S(=O)(=O)Nc1ccc(O)c2c(=O)cc(-c3ccccc3Cl)oc12,1,0.2,0.0,2,-11,-0.3,-1.5,2,-0.3,-0.8,-2
CN(CC(=O)Nc1ccccc1Cl)C(=O)COC(=O)c1ccc(=O)n(Cc2ccccc2)n1,-1,0.4,-1.1,0,10,-1.5,-1.1,-2,-0.7,0.1,4
CC1CCC(NC(=O)Cn2cnc3sccc3c2=O)CC1 (centres undefined),-1,2.6,0.0,2,2,1.3,-1.1,-9,1.5,1.8,4
Cc1ccc(-c2noc(C3CCN(S(=O)(=O)c4ccc5c(c4)OCCO5)CC3)n2)o1,0,-2.1,-0.8,-2,-6,-0.4,-1.9,-3,-2.6,0.5,-2
Nc1cccc(/C=C/C(=O)O)c1,-6,0.8,-0.8,-1,9,-0.6,-1.0,-10,0.6,-2.9,7
CCn1cc(C(=O)NN)c(=O)c2cc(F)c(N3CCCCC3)cc21,-2,1.9,0.5,6,9,-0.5,-0.9,-8,0.0,-0.1,-7
CCCC(C(=O)NC1CCCC1)N(C(=O)Cn1nnc(-c2ccc(C)o2)n1)c1ccccc1F (centres undefined),-3,1.5,-1.1,-3,9,0.1,-0.4,6,-1.2,-1.4,0
O=C(CC1(O)C(=O)N(CN2CCOCC2)c2ccccc21)c1ccccc1 (centres undefined),-3,0.7,-1.2,0,2,-0.3,-0.3,-9,3.1,2.3,4
CNC(=S)NCc1ccc(Cl)cc1,-2,1.9,-2.5,0,5,-0.2,-0.7,4,1.9,-0.1,2
O=C(COc1ccc(-n2cnnn2)cc1)Nc1ccc(F)c(Cl)c1,-2,-0.1,-2.3,-2,2,-1.1,-1.4,-10,1.5,0.9,1
Cc1noc(C)c1S(=O)(=O)N(C)C[C@@H]1OCc2cnnn2CCCC(=O)N([C@H](C)CO)C[C@@H]1C,-6,-0.2,1.5,2,4,0.8,-0.9,-9,0.7,2.1,8
COc1ccc(NS(=O)(=O)c2cccc(C(=O)NNC(=O)c3cncc(Br)c3)c2)cc1,-1,1.0,0.2,2,-15,0.5,0.6,2,1.7,0.5,-16
Cc1cc(C)c2c3c(sc2n1)C1(CCSCC1)C(C#N)=C(N)O3,1,2.9,1.4,-11,-5,-1.5,-0.5,-20,-1.4,0.8,-5
Cc1cc(C)c(NC(=O)C2CCC(=O)N2)c(C)c1 (centres undefined),-2,1.0,-1.0,0,7,0.3,-1.7,-5,1.5,-0.3,3
Cn1cnc(CCNC(=O)C[C@H]2CC[C@@H]3[C@H](COC[C@H](O)CN3C(=O)C3CCCC3)O2)c1,-1,/,1.9,1,-3,1.1,-0.7,-6,/,0.6,0
Cc1ccc(S(=O)(=O)N(C)CC(=O)NC2CCCC2)cc1,-7,2.6,-1.2,1,1,0.1,-1.3,0,0.4,0.8,5
COc1ccccc1NS(=O)(=O)c1cccc(C(=O)N/N=C/c2ccc(OCC(=O)O)cc2)c1,1,1.3,-1.0,4,-9,0.2,-0.9,-5,-0.1,2.0,1
C=C(c1ccccc1O)n1ccnc1,-3,0.7,1.4,1,8,0.5,-0.8,-9,-0.3,-2.4,0
O=C(Nc1ccc2c(c1)OCO2)c1ccc(S(=O)(=O)NCC2CCCO2)cc1 (centres undefined),-1,0.6,-1.0,7,1,-0.8,-1.2,-1,0.1,-1.3,0
NC(=O)c1cccc(-c2csc(C(O)c3cccc(Cl)c3)n2)c1 (centres undefined),0,-0.5,1.7,-4,-15,1.8,-0.8,-2,/,-0.7,-6
Cn1c(/C=C/N2CCOCC2)c(C(=O)c2ccc(Br)cc2)c(=O)n(C)c1=O,1,2.3,-0.9,-2,0,0.0,-0.6,-1,-0.4,0.4,4
COc1cc(C(C)=O)ccc1OCC(=O)Nc1ccccc1N1CCCCC1,-2,-6.1,-1.5,-9,8,1.2,-1.6,-1,0.1,-0.5,-6
CCC(=O)c1ccc(SC(=O)N(C)C)cc1O,1,0.1,1.9,-1,-11,-0.7,0.2,0,-0.2,1.2,-1
O=C(Cc1ccc([N+](=O)[O-])cc1)N/N=C/c1ccc([N+](=O)[O-])o1,-4,0.2,-3.6,6,-15,-4.6,-2.4,1,-1.2,-5.3,-2

# 4 of these compounds in another layout.
O=C(Nc1ccc2c(c1)OCO2)c1ccc(S(=O)(=O)NCC2CCCO2)cc1 (centres undefined)
  SMARCA2 activ: -1
  FXN GAA850 act: 0.6
  hcDAF12 agonist: -1.0
  GC-A act: 7
  sPLA2-III inh: 1
  DAX1 inh-1: -0.8
  ssDAF12 agonist: -1.2
  ADAM10 inh: -1
  DAX1 inh-2: 0.1
  hgDAF12 agonist: -1.3
  GC-B act: 0
NC(=O)c1cccc(-c2csc(C(O)c3cccc(Cl)c3)n2)c1 (centres undefined)
  SMARCA2 activ: 0
  FXN GAA850 act: -0.5
  hcDAF12 agonist: 1.7
  GC-A act: -4
  sPLA2-III inh: -15
  DAX1 inh-1: 1.8
  ssDAF12 agonist: -0.8
  ADAM10 inh: -2
  DAX1 inh-2: /
  hgDAF12 agonist: -0.7
  GC-B act: -6
Cn1c(/C=C/N2CCOCC2)c(C(=O)c2ccc(Br)cc2)c(=O)n(C)c1=O
  SMARCA2 activ: 1
  FXN GAA850 act: 2.3
  hcDAF12 agonist: -0.9
  GC-A act: -2
  sPLA2-III inh: 0
  DAX1 inh-1: 0.0
  ssDAF12 agonist: -0.6
  ADAM10 inh: -1
  DAX1 inh-2: -0.4
  hgDAF12 agonist: 0.4
  GC-B act: 4
COc1cc(C(C)=O)ccc1OCC(=O)Nc1ccccc1N1CCCCC1
  SMARCA2 activ: -2
  FXN GAA850 act: -6.1
  hcDAF12 agonist: -1.5
  GC-A act: -9
  sPLA2-III inh: 8
  DAX1 inh-1: 1.2
  ssDAF12 agonist: -1.6
  ADAM10 inh: -1
  DAX1 inh-2: 0.1
  hgDAF12 agonist: -0.5
  GC-B act: -6
